Screening data deposited in PubChem by several laboratories.
M. tuberculosis GlmU = inhibition of mycobacterial GlmU enzyme – biochemical, glucosamine-1-phosphate acetyltransferase (AID 1376); M. tuberculosis GlmU acetyltransferase enzyme assay; higher % means a stronger effect; inhibition, %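 (tested at 30 µM in the primary screen)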; hits with a dose series show IC50 in µM; 220,000 tested, 0.25% active; in the data active = inhibition above about 13%;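 note: 0% = complete reaction with vehicle and 100% = reaction without substrate; strong numbers were not always called active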
RmlCD inh 1536 = blocks M. tuberculosis RmlC and RmlD coupled enzymes | P9WH09+P9WH11 | RmlC+RmlD coupled enzyme assay, percent inhibition; primary screen in compound mixtures | inhibition, % at 3.6 µM | 160,000 tested, 0.03% active | AID 1533; in the data active = inhibition mostly above about 34%, no sharp cut-off; note: some results filed as inactive read as strong as hits
Target sequence (P9WH09 whole entry, looked up): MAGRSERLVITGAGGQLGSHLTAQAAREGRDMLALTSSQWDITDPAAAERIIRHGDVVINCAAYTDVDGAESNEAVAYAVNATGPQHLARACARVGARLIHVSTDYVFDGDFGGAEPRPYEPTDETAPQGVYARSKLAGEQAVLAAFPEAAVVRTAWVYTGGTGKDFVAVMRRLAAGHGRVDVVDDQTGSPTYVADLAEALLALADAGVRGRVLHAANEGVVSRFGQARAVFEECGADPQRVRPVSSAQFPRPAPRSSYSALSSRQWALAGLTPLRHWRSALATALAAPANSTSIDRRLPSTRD
Target sequence (P9WH11 whole entry, looked up): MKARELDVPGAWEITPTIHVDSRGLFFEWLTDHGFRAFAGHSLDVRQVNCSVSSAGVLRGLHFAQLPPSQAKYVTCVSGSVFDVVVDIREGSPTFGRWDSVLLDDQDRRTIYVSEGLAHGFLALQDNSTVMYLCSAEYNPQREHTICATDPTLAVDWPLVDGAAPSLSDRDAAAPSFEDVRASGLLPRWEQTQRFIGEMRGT
Active calls of the source: *; . = not tested or not shown; & = joins results of further samples.

SMILES | M. tuberculosis GlmU | RmlCD inh 1536
CCOC(=O)C(Cc1c[nH]c2ccccc12)NC(=O)CNC(C)=O (stereo not drawn) | 2.8% | -9
CCN1CCN(C(=O)Cc2coc3ccc4ccccc4c23)CC1 | -6.2% | .
O=C(c1cc(C(=O)NCc2ccc(Cl)cc2)c(=O)n(Cc2ccc(Cl)cc2)c1)c1cc(F)ccc1O | 2.4% | .
CCOC(=O)CC1C(C(=O)OCC)ON2OC(C(=O)OC)C(C(=O)OCC)C12 (stereo not drawn) | -5.2% | 10
COc1cc(NC(=O)CN2CCN(c3ccccc3O)CC2)c(C)cc1[N+](=O)[O-] | -1.0% | 4
Cc1nn(C)c(C(=O)Sc2ccccc2)c1[N+](=O)[O-] | 0.3% | -6
COc1ccc(OCCNC(=O)Nc2cc(F)c(F)cc2Cl)cc1 | 3.4% | -13
CCOC(=O)c1[nH]nc(-c2cc(CC)c(O)cc2O)c1-c1cscn1 | 10% | -7
CCN(CC)c1ccc(N=Cc2c(O)n(CCc3ccc(OC)c(OC)c3)c(=O)[nH]c2=O)cc1 | 3.2% | 1
COc1cc2c(cc1OC)CN(C(=O)C(C)(C)C)CC2 | 1.2% | -8
C=CCN(c1ccccc1OC)S(=O)(=O)c1cccc(C(=O)OCC(=O)c2c[nH]c3ccccc23)c1 | 3.0% | .
COc1ccc[nH]c1=O | 4.9% | -13
C=CCn1c(O)c(C(CC)=NCCC2=CCCCC2)c(=O)[nH]c1=O | 0.0% | -2
CC(C)c1ccc(S(=O)(=O)N2CCN(CCC(=O)Nc3ccc(N(C)C)cc3)CC2)cc1 | 2.9% | .
Cc1cccc(-n2ccnc2SCC(=O)O)c1C | 3.6% | -8
COC(=O)c1[nH]c2ccccc2c1NC(=O)Oc1ccccc1 | -4.9% | .
Nc1nc(Cn2nnc(-c3ccccc3Cl)n2)nc(N2CCOCC2)n1 | 2.5% | 7
COc1cc2c(cc1OC)CN(C(=O)c1ccc(S(=O)(=O)N3CCCC3)cc1)CC2 | -2.7% | 12
Cc1cccc(NC(=O)c2cc(Cl)sc2Cl)c1C | -1.8% | 2
CCc1ccc(Nc2nc(N)nc(CSc3nnnn3-c3ccccc3)n2)cc1 | -2.0% | .
O=C(N/N=C/c1cn(Cc2ccccc2)c2ccccc12)c1cccnc1 | -3.7% | 2
CC1(C)Cc2c(sc3nc(C4CCCCC4)n(N)c(=O)c23)CO1 | -3.0% | -9
CCOC(=O)c1[nH]c2ccc(OC)cc2c1NC(=O)OC | 1.8% | -11
CCn1c(-c2ccc(F)cc2)n[nH]c1=S | 9.8% | -2

The final six records of the section before are carried over, then new ones follow:
SMILES | M. tuberculosis GlmU | RmlCD inh 1536
Cc1cccc(NC(=O)c2cc(Cl)sc2Cl)c1C | -1.8% | 2
CCc1ccc(Nc2nc(N)nc(CSc3nnnn3-c3ccccc3)n2)cc1 | -2.0% | .
O=C(N/N=C/c1cn(Cc2ccccc2)c2ccccc12)c1cccnc1 | -3.7% | 2
CC1(C)Cc2c(sc3nc(C4CCCCC4)n(N)c(=O)c23)CO1 | -3.0% | -9
CCOC(=O)c1[nH]c2ccc(OC)cc2c1NC(=O)OC | 1.8% | -11
CCn1c(-c2ccc(F)cc2)n[nH]c1=S | 9.8% | -2
CC(C)(C)[C@@H]1C=C(C(=O)N2CCN(Cc3ccccc3)CC2)O[C@H](OCc2ccc(CO)cc2)C1 | -2.6% | .
CSCCC(NS(=O)(=O)c1ccc2c(c1)oc(=O)n2C)C(=O)NC1CCN(Cc2ccccc2)CC1 (stereo not drawn) | 0.7% | -9
N#Cc1cnc2c(-c3ccccc3)c(-c3ccccc3)nn2c1N | -6.5% | 3
O=C(N/C(=C/c1ccc(Cl)cc1)c1nc2ccccc2[nH]1)c1ccco1 | . | -6
CC(C)CC(=O)Nc1ccc(OCC(=O)O)cc1 | 1.9% | .
Cc1ccc(C2=CSC3=NS(=O)(=O)CCN23)cc1 | -2.5% | 14
CC(C)c1ccc(NC(=O)c2ccc(Br)o2)cc1 | 0.2% | .
Cc1ccc(NC(=O)N2CCC(c3nc4c(nnn4Cc4c(F)cccc4Cl)c(=O)[nH]3)CC2)cc1 | -2.2% | -4
N#Cc1ccccc1CSC1=NCCS1 | 2.5% | 7
CC(OC(=O)CNC(=O)C12CC3CC(CC(C3)C1)C2)C(=O)Nc1ccc(N2CCOCC2)cc1 (stereo not drawn) | 5.0% | 0
C/C=C/c1ccc(OC)c(OC(C)=O)c1 | -3.1% | .
CCN(CCCNC(=O)CCNC(=O)Cn1cnc2ccccc2c1=O)c1cccc(C)c1 | 2.0% | 0
COc1ccccc1Nc1ncc(-c2cccs2)s1 | -0.9% | -7
Cc1nn(-c2ccc(F)cc2)c2sc(C(=O)OCC(=O)N3CCC(C)CC3)cc12 | -2.0% | 15
NNC(=O)C1CCCn2c1nc1sc3c(c1c2=O)CCCC3 (stereo not drawn) | 4.5% | -7
Cc1ccc(SCC(=O)c2c(C)[nH]c3ccccc23)cc1 | -6.8% | -6
COc1ccccc1NC(=O)c1c(NC(=O)c2ccco2)sc2c1CCC2 | -3.3% | 0
CCC(=O)Nc1ccccc1C(=O)N1CCCC1 | 2.0% | -9
CC(=O)Nc1ccc(Cl)cc1C(=O)O | -1.0% | 3
CCOC(=O)N1CCN(C(=O)c2ccc(NC(C)=O)cc2)CC1 | 1.9% | .
CCc1ccc(C2CC(=O)N(c3cccc(F)c3)C3=C2C(=O)OC3)cc1 (stereo not drawn) | 1.1% | 8
Cc1cc(N/N=C/c2c[nH]c3ccccc23)c2ccccc2n1 | 1.0% | 0
c1ccc(N2CCN(Cc3cn4ccccc4n3)CC2)cc1 | 0.8% | .
CC(=O)Nc1ccc(/C(C)=N/NS(=O)(=O)c2ccc(C)cc2)cc1 | . | -26

Taken from above:
CC(=O)Nc1ccc(/C(C)=N/NS(=O)(=O)c2ccc(C)cc2)cc1 in RmlCD inh 1536 → -26
COc1ccccc1Nc1ncc(-c2cccs2)s1 in RmlCD inh 1536 → -7
COc1ccccc1NC(=O)c1c(NC(=O)c2ccco2)sc2c1CCC2 in M. tuberculosis GlmU → -3.3%

The results go on:
SMILES | M. tuberculosis GlmU | RmlCD inh 1536
CCN(CC)S(=O)(=O)c1ccc(N2CCOCC2)c(NC(=O)c2c3c(nc4ccccc24)CCC3)c1 | -2.6% | -9
COc1cc2c(cc1NC(=O)CSc1cccc[n+]1[O-])oc1ccccc12 | 1.1% | -14
COC(=O)CCCC1=CC2=CC(=O)C(C)(OC(=O)c3cccs3)C(=O)C2=CN1CCc1c[nH]c2ccccc12 (stereo not drawn) | 3.9% | -6
Cc1cc(C(=O)OCC(=O)Nc2ccccc2[N+](=O)[O-])c2ccccc2n1 | -11% | 5
Cc1coc2c1C(=O)C(=O)c1c-2ccc2c(C)cccc12 | -1.4% | .
Cc1cn2c(-c3ccncc3)nnc2s1 | . | 7
Cc1ccc(CNC(=O)CCn2nc(-c3ccc(Cl)cc3)ccc2=O)cc1 | 1.7% | 17
O=C(/C=C/c1ccccc1)Oc1cccc(C(=S)N2CCOCC2)c1 | 1.9% | 43
O=C(NCc1nnc(SCc2ccc(F)cc2)n1-c1ccc(F)cc1)C12CC3CC(CC(C3)C1)C2 | 2.0% | 8
O=C(O)CCCNC(=O)C(c1ccccc1)c1ccccc1 | 2.1%&0.2% | -11&-4
N#CCSc1nc2scc(-c3cccs3)c2c(=O)n1CCc1ccccc1 | -2.1% | -12
O=C(CCCN1C(=O)/C(=C\c2ccccc2)SC1=S)Nc1ccc(O)cc1 | 10% | 8
c1cncc(-c2nc3ccccn3c2Nc2ccc3c(c2)OCCO3)c1 | . | 7
COc1ccc(N(Cc2ccccc2)C(=O)c2ccccc2[N+](=O)[O-])cc1 | -1.4% | 8
CCOc1ccc(C(N)=O)cc1OC | -1.2% | .
COc1cc(CNc2ncn[nH]2)ccc1OCc1ccccc1C | -2.7% | 5
O=C(CSc1cccc2cccnc12)N/N=C/c1cccc(O)c1 | 2.9% | 8
CCCOc1ccc(C2(C(=O)O)CCCC2)cc1 | 1.0% | .
Nc1nonc1C(=O)N/N=C/c1cccc([N+](=O)[O-])c1 | 3.2% | 4
COC(=O)C(C)Oc1ccc(=O)[nH]n1 (stereo not drawn) | 1.8% | 1
Cc1cc(C)n(-c2ccc(C(=O)OCc3ccccc3)cc2)n1 | 5.3% | -6
CC(Cc1ccccc1Sc1ccc(O)cc1)N(C)C (stereo not drawn) | 0.0% | 10
Cc1ccc2cc(COC(=O)c3cccc([N+](=O)[O-])c3)c(=O)[nH]c2c1 | -0.6% | .
COc1ccc(-n2c(-c3ccc(Br)cc3)c[n+]3c2SC(C)C3)cc1 (stereo not drawn) | 2.9% | -8
CCOC(=O)c1cc(-c2ccccc2)n(CCC(=O)NC(C)CC)c1C (stereo not drawn) | 2.0% | .
O=C(NNC(=S)NCC1CCCO1)c1ccc(S(=O)(=O)N2CCOCC2)cc1 (stereo not drawn) | 3.9% | .
CS(=O)(=O)Nc1ccc(S(=O)(=O)N2CCOCC2)cc1 | -0.1% | 7
C=C1CCN([C@@H](Cc2ccccc2)C(=O)N2CCOCC2)S(=O)(=O)c2ccccc21 | -0.3% | .
CCOc1ccc(/C=C(/NC(=O)c2ccccc2)C(=O)NCCC(=O)O)cc1 | 8.4% | -11
O=[N+]([O-])c1ncccc1Oc1nc(-c2cccnc2)nc2ccccc12 | -3.7% | -6
COC(=O)c1sccc1NC(=O)C1CCCCC1C(=O)O (stereo not drawn) | -0.6% | 11
CCC(=O)c1ccc(OCC(=O)O)c(OC)c1 | -3.4% | 2
CN1CCN(c2ccc(N)cc2Cl)CC1 | -5.7% | -9
OCCN(Cc1ccccc1)Cc1ccc(Cl)cc1Cl | 1.5% | -3
C=CCn1c(SCc2c(C(=O)OC)sc(N)c2C(=O)OC)nnc1-c1ccc(Cl)cc1 | 3.6% | -3
CCOC(=O)C1CCN(Cc2ccc(O)c(OC)c2)CC1 | -5.2% | 10

4 entries picked at random from those above, as already listed:
SMILES | M. tuberculosis GlmU | RmlCD inh 1536
CCOC(=O)C1CCN(Cc2ccc(O)c(OC)c2)CC1 | -5.2% | 10
C=C1CCN([C@@H](Cc2ccccc2)C(=O)N2CCOCC2)S(=O)(=O)c2ccccc21 | -0.3% | .
CCOC(=O)c1cc(-c2ccccc2)n(CCC(=O)NC(C)CC)c1C (stereo not drawn) | 2.0% | .
CCOc1ccc(/C=C(/NC(=O)c2ccccc2)C(=O)NCCC(=O)O)cc1 | 8.4% | -11

The list continues:
SMILES | M. tuberculosis GlmU | RmlCD inh 1536
CN1C(=O)C2(C(C#N)=C(N)N(c3cc(Cl)cc(Cl)c3)C3=C2C(=O)CC(C)(C)C3)c2ccccc21 (stereo not drawn) | 0.6% | 11
O=C(O)CCC(=O)N1N=C(c2ccccc2)CC1c1cccs1 (stereo not drawn) | -9.6% | 1
Brc1cccc(-c2nc(-c3ccncc3)no2)c1 | -4.4% | 62
CCCn1c(=N)n(CC(O)COc2ccc(C)cc2)c2ccccc21 (stereo not drawn) | 2.1% | .
O=C(COC(=O)c1cc([N+](=O)[O-])ccc1NCCO)c1ccccc1 | -4.8% | -14
COCCNC(=O)C(=O)NNS(=O)(=O)c1ccc2ccccc2c1 | -1.4% | -5
O=C(CCCCn1c(=O)c2ccccc2n(CC(=O)NC2CCCC2)c1=O)NCc1ccco1 | -2.8% | 7
CCOC(=O)C1CCCN(C(=O)c2cc3c(-c4cccc(OC)c4)nn(C)c3s2)C1 (stereo not drawn) | 2.0% | .
COc1ccc(N(CC(=O)NCCSCc2ccco2)S(=O)(=O)c2ccc(C)cc2)cc1 | 0.6% | .
O=C(O)CCC(=O)Nc1cccc(-c2csc(-c3ccccc3)n2)c1 | -0.1% | 3
O=C(CNC(=O)c1cccs1)NCC(=O)OCc1ccccc1Cl | -2.1% | 5
Cc1ccc(-c2csc3n[nH]c(=S)n23)cc1 | 7.2% | 1
Cc1cc(C(=O)N/N=C/c2sc(N3CCOCC3)nc2-c2ccccc2)c(C)o1 | 6.6% | -9
CC(CN1CCOCC1)OC(=O)Cc1ccc(Cl)cc1 (stereo not drawn) | 7.7% | .
CN(C)C(=O)c1coc2nc3ccccc3nc12 | -0.3% | -15
CNc1oc(-c2cccs2)nc1C#N | . | 4
CCN(CC)CCCN=C(C)c1c(O)n(-c2ccc(C)cc2)c(=O)[nH]c1=O | 6.8% | -11
O=C(Cn1cnnn1)Nc1cccc([N+](=O)[O-])c1 | 4.5% | 6
Cn1ccs/c1=N\S(=O)(=O)c1ccc(F)cc1 | -2.3% | .
CCOC(=O)c1sc2nc(CC(=O)OC)nc(NCc3ccc(Cl)cc3)c2c1C | -4.7% | -5
COc1ccc(N2CCN(CCNC(=O)c3ccc4c(c3)[nH]c(=S)n3c5ccccc5nc43)CC2)cc1 | -4.5% | 13
Cc1cccc(-c2cc3nc4c(c(NCc5ccco5)n3n2)CCCC4)c1 | 4.1% | 5
CCCCN(C)C/C(O)=C(\C#N)c1nc(-c2ccccc2)cs1 | 6.6% | 15
Cc1ccc(-c2nnc(CSc3nnc(COc4ccccc4)n3-c3ccc(C)cc3)o2)cc1 | 2.5% | .
O=C(C[n+]1ccc(C(=O)NCc2ccccc2)cc1)c1ccc2c(c1)OCCO2 | -1.0% | -7
CCCCNc1nc2ccccc2n1CC(=O)Nc1c(C)cccc1CC | 7.4% | 4
N#C/C(=C/c1ccc(Br)o1)C(N)=O | 1.1% | .
CN(c1ccccc1)S(=O)(=O)c1cccc(NC(=O)c2ccc3ncsc3c2)c1 | 5.3% | .
Cc1ccc(NCCC#N)cc1C | 1.9% | 3
CC(=O)c1cccc(NC(=O)CSC(=O)c2ccccc2)c1 | -6.2% | 13

A portion of the library. The share of hits here may be higher or lower than overall.
